Compound activity: PubChem BioAssay, several laboratories
NR2E3 ag-1: NR2E3 (human) agonism | AID 2300 | inhibition of corepressor binding, % at 4.78 µM | GST-NR2E3/biotin-RetCOR TR-FRET, 1536-well | 320,000 tested, 0.12% active;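 active means percent inhibition above the cutoff of mean plus 3 SD of all tested compounds, set per screening campaign, cut at about 20% in these data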;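 further: 0% = DMSO wells and 100% = biotin wells as full block of FRET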
Target sequence (Q9Y5X4 whole entry, looked up): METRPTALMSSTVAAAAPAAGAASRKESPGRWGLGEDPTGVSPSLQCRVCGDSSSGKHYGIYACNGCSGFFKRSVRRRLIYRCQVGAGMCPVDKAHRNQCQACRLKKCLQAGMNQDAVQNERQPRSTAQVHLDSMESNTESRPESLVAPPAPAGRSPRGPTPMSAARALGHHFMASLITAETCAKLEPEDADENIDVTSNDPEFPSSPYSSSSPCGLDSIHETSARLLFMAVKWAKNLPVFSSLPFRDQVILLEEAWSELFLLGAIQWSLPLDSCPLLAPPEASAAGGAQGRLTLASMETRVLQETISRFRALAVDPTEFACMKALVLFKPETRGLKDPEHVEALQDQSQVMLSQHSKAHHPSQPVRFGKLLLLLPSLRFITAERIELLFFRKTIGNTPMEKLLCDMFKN
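Test system: GST-NR2E3 and biotin-RetCOR proteins | Quantity: 1.35 nM GST-tagged NR2E3 final | Medium: Tris pH 7.5 | Also added: 7 nM biotin-RetCOR | Dosing: Compound at 4.8 µM, single dose | Timing: 5 h at 4 °C | Detection: Time-resolved FRET | Read-out basis: Percent inhibition | Benchmarks: Biotin wells as high control, 0.6% DMSO wells as low control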
HIF-2a block: HIF-2a inhibition | AID 624352 | 360,000 tested, 0.72% active | inhibition, % at 18.8 µM | 786-0 RCC cells HIF-2a reporter, luciferase luminescence, overnight;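 active means inhibition of the luminescence signal of 40% or more relative to plate controls, in a single-dose primary screen at 18.75 µM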
NR2E3 ag-2: agonists of human NR2E3 nuclear receptor; CHO-S Gal4-NCOR/VP16-NR2E3 two-hybrid, luciferase; inhibition of corepressor binding, % at 3.98 µM; 360,000 tested, 0.35% active; AID 602229;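 active means inhibition above the mean of all tested compounds plus 3 SD, cut at about 70% in these data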;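 further: 0% = DMSO with NR2E3 transfected cells and 100% = cells lacking NR2E3 construct; higher means lower luciferase signal from less NR2E3 corepressor binding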
MITF TRPM1 inh: reduces MITF-dependent TRPM1 promoter luciferase signal; SK-MEL-5 TRPM1 promoter luciferase, 24 h; inhibition, % at 12.5 µM; 330,000 tested, 0.83% active; AID 488899;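 active means mean inhibition across replicates of 60% or more, whatever share of single replicates reaches that level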; further: values of inactives mirror those of a sister screen read the other way
KKLEB cytotox: reduces viability of KKLEB cystic fibrosis airway cells | 360,000 tested, 0.36% active | KKLEB CF airway cells viability, ATPlite luminescence, overnight; stronger effect = lower value; cells stimulated with P. aeruginosa culture filtrate | activity change (cytotoxicity), % at 5 µM;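 active means corrected activity change at or below -50% at 5 µM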
PDI turbidity: inhibitors of human protein disulfide isomerase. AID 588391. P07237. 350,000 tested, 0.052% active. inhibition, % at 10 µM. PDI insulin aggregation turbidity, A650, 90 min;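 active means mean inhibition across replicates of 30% or more, whatever share of single replicates reach that level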;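 further: absorbance from insulin aggregation driven by PDI reduction with DTT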
Target sequence (P07237 whole entry, looked up): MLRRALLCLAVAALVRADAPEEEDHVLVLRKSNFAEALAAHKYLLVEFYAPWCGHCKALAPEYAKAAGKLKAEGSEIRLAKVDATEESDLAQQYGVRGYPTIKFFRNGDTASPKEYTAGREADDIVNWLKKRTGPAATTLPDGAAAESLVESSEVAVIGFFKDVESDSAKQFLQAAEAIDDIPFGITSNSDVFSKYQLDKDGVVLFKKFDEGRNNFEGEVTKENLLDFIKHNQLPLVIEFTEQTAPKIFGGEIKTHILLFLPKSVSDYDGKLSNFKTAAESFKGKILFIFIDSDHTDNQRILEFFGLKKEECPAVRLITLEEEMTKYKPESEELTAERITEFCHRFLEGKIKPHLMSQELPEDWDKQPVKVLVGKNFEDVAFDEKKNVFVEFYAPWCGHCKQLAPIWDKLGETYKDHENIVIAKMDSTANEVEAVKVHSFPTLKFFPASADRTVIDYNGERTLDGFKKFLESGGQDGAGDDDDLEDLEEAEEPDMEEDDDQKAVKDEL
Shn3 3UTR inh: inhibitors of Schnurri-3 3'UTR reporter in osteoblasts; Clone20 osteoblast Shn3 3'UTR firefly luciferase, 24 h; inhibition, % at 12.5 µM; 360,000 tested, 0.52% active; AID 588674;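 active means mean inhibition of at least 75% with every replicate also reaching 75%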;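 further: 0% = median of neutral control wells and 100% = pilot-screen positive control compound; some compounds past the cut are filed as inactive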
Peg3 prom inh: Peg3 promoter activity inhibition. inhibition, % at 20 µM. 360,000 tested, 1.7% active. HeLa PEG-Prom luciferase reporter, luminescence, overnight. AID 588405;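 active means inhibition of at least 50% at 20 µM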
Vif imaging: HIV Vif inhibition; HEK293T cells, Vif self-association by quenched fluorescence, imaging, 24 h; inhibition, % at 7.49 µM; 340,000 tested, 0.35% active; in the data active means inhibition above about 50%, passing the limit was not always enough; further: some results filed as inactive read as strong as hits
CF NFkB block: cystic fibrosis NF-kB activation inhibition; KKLEB NF-kB-GFP reporter, PAF-induced, GFP fluorescence overnight; inhibition, % at 5 µM; 360,000 tested, 0.86% active;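 active means at least 50% inhibition at 5 µM, scaled per plate between neutral and stimulator controls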;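 further: PAF is a Pseudomonas aeruginosa culture filtrate used as stimulus; plate controls were PAF-stimulated DMSO wells for no effect and unstimulated DMSO wells for full effect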
CaV13 FRET inh: Primary screen for inhibitors of IQ motif and Ca2+-dependent inactivation inhibitor domain binding in CACNA1D, Förster resonance energy transfer in living cells, … | HEK cells, CFP/YFP FRET ICDI-IQ, plate reader, 10 min; percent FRET-ratio fall versus neutral wells | inhibition, % at 12.3 µM | 340,000 tested, 0.098% active;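 active means mean replicate inhibition of at least 30% and at least 1% of replicates passing that level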;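 further: 0% = median of the neutral control wells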
* hit, by the source's call; nt = not tested or not shown. Compounds were not picked by outcome. About 3.3% of those tested had a hit in this group.

SMILES	NR2E3 ag-1	HIF-2a block	NR2E3 ag-2	MITF TRPM1 inh	KKLEB cytotox	PDI turbidity	Shn3 3UTR inh	Peg3 prom inh	Vif imaging	CF NFkB block	CaV13 FRET inh
Cc1ccc(-n2nc(C)cc2NC(=O)c2ccc(C)s2)cc1	0	-12	-16	8	3	2	-7	7	-14	-4	-9
COc1ccc(S(=O)(=O)N2CCCC2CNC(=O)C(=O)NCc2cccs2)cc1 (stereo not drawn)	-2	16	-23	-2	-9	15	-6	-5	-13	19	-7
Cc1ccc(C)c(N2N=C(C(=O)O)CCC2=O)c1	-2	18	-19	3	4	-2	-6	18	-1	-17	-4
CC/C(=N\OC(=O)c1ccc(OC(C)C)cc1)c1ccc(C)cc1	0	-22	7	-6	-1	16	10	-27	1	-5	0
O=C(NCCCCCCNC(=O)OCc1ccccc1)OCc1ccccc1	nt	1	-5	-11	-11	6	-8	2	34	-11	-6
Cc1onc(-c2ccccc2Cl)c1C(N)=O	-1	23	-13	-5	-16	-3	0	-3	5	17	-2
N/C(=N\c1nc2ccccc2o1)NC(=O)c1ccccc1F	-2	-242	-98	-30	16	-7	-35	-277	-6	-41	nt
Cc1ccc(OCCCC(=O)NC2CCCCC2)cc1	4	16	-26	5	-8	4	7	25	-3	2	-20
COc1ccc(CNC(=O)COC(=O)c2ccc(S(=O)(=O)N3CCOCC3)cc2)cc1	nt	10	-17	8	4	-2	-13	-11	29	19	-16
Cc1cc(NC(=O)c2cc(-c3ccc(Br)cc3)on2)no1	1	-6	1	-11	-1	1	2	-14	-3	0	-1
COCCNC(=O)Nc1ccc2nc(C)sc2c1	-2	-17	-15	-3	-8	-6	-12	-19	7	13	-3
COC(=O)c1ccc2ccn(CC(=O)NC(C)C)c2c1	7	6	-10	0	2	-2	-3	9	nt	-6	nt
CCOC(=O)c1cccc(NC(=O)c2ccc3c(c2)C(=O)N(CC2CCCO2)C3=O)c1 (stereo not drawn)	1	2	-21	5	6	-4	0	5	4	10	nt
COc1cc(SC)ccc1C(=O)N1CCN(c2ccc(O)cc2)CC1	3	-7	-1	17	4	5	-26	8	0	-5	3
COc1ccc(CNC(=O)COC(=O)c2n[nH]c3ccccc23)cc1OC	-4	3	-1	6	-1	4	25	21	-5	4	-4
Cc1nn(CC(=O)N/N=C/c2cccs2)c(C)c1[N+](=O)[O-]	1	10	-16	-3	0	-3	-3	15	-8	1	-12
CCOC(=O)C1CCN(C(=O)COC(=O)C23CC4CC(CC(C4)C2)C3)CC1	nt	2	-3	1	12	8	-11	-7	-1	-13	-6
Cc1ccc(C(=O)OCC(=O)Nc2ccccc2)cc1NC(=O)c1ccco1	0	-78	-4	-20	-1	1	-32	-45	5	-9	-4
CCCc1nnc(NC(=O)CCC(=O)N2CCN(S(=O)(=O)c3ccc(F)cc3)CC2)s1	4	10	-32	7	1	-5	16	5	0	12	-4
COc1ccc(C)cc1NC(=O)C1CCN(C(=O)c2ccc(C(C)(C)C)cc2)CC1	2	-37	-33	-18	-15	11	16	-12	-10	8	-3
COc1ccccc1NC(=O)c1ccc(-c2ccccc2F)o1	0	-357	-10	-24	10	4	-27	-190	-5	-16	-8
CCn1cc(CN2CCC(n3nccc3NC(=O)c3cccc(F)c3)CC2)cn1	2	9	-8	-5	28	1	4	24	1	-47	-6
CCOc1ccc(S(=O)(=O)N2CCN(C(=O)c3ccncc3)CC2)cc1	5	7	6	-2	3	-4	9	6	-7	2	-8
Cc1ccc2nc(Nc3ccccc3)c(C=O)c(=O)n2c1	-2	-27	-1	-26	10	-2	-4	-29	-6	-14	-2
Nn1c(SCC(=O)Nc2ccc(S(=O)(=O)N3CCCC3)cc2)nnc1C(F)(F)F	0	29	-14	14	3	1	5	15	nt	10	nt
c1ccc(-n2cnc3ccccc32)nc1	-1	-2	-32	-14	5	-3	15	-16	-1	31	0
CC(/C=C/c1ccc(C)o1)=C\C(=O)O	-1	6	-20	-6	7	0	5	-1	-3	-13	-5
O=[N+]([O-])c1cccc(NC(=S)N2CCN(S(=O)(=O)c3ccccc3)CC2)c1	-3	5	3	0	11	2	31	14	9	-7	nt
Cc1ccccc1-c1nn(-c2ccc(F)cc2F)cc1CNCCCN(C)C	-4	13	16	-10	-9	4	-28	7	1	22	-7
CCN(CC)c1ccc(N=Cc2cc(Br)ccc2O)cc1	-1	4	-21	21	16	-28	22	22	0	-12	-4
O=C(CN1C(=O)NC2(CCCC2)C1=O)Nc1ccc(F)cc1	-2	-3	-30	-6	9	10	11	8	4	0	-9
CCC(C)[C@H](NC(=O)C1CCN(C(=O)[C@H](Cc2ccccc2)NC(=O)OC(C)(C)C)CC1)C(=O)O (stereo partly drawn)	2	13	11	-10	-1	0	-19	10	2	-2	-4
CCOC(=O)c1c(C)[nH]c(N=Nc2ccccc2)c1C	-1	-293	-104	-76	4	9	-44	-319	-19	-7	-5
CCn1c(=O)cc(OCC(=O)Nc2nc(C)cs2)c2ccccc21	6	-9	-15	10	-6	-9	1	5	2	-11	-7
COc1ccc(NC(=O)c2cccc(N3C(=O)C4CCC(C)CC4C3=O)c2)c(OC)c1 (stereo not drawn)	7	14	-20	1	-1	-4	4	-5	-1	7	-7
NN=C1c2ccccc2-c2ccc(N)cc21	nt	-16	-8	-18	0	-33	-17	-14	1	-8	-6
CCN(CC)C(=O)c1[nH]cnc1C(=O)N[C@@H](C)C(=O)OCc1ccccc1	1	1	-32	nt	-5	-4	-20	1	-4	-16	-11
CCc1ccc(-c2cc3c(=O)n(CC(=O)NCCCN4CCN(CC)CC4)nc(C)n3n2)cc1	0	-50	-38	-53	-22	6	-23	-16	8	8	-7
COc1ccc(NC(=O)CN2C(=O)COc3ccc(S(=O)(=O)N4CCCCCC4)cc32)cc1	-2	13	-3	5	-1	-3	40	9	-7	2	-3
NC(=O)C(c1ccccc1)c1ncc(C(F)(F)F)cc1Cl (stereo not drawn)	-4	15	-2	-1	13	-11	-10	4	1	6	-4
Cc1noc(C)c1Cn1c(C)c(C(=O)NCc2ccc3c(c2)OCCO3)sc1=O	nt	13	3	nt	8	-4	12	8	-3	1	11
O=C(c1cccc(-n2cnnn2)c1)N1CC=C(c2ccccc2)CC1	1	-13	-3	6	1	-6	-9	-18	-2	5	-4
COC(=O)c1ccccc1Nc1ccccc1	0	12	-22	-5	4	0	14	0	5	-4	nt
Cc1cn([C@@H](CCCCN)C(=O)NCCCCCCCCCCC(=O)N2CCNCC2)nn1	-1	-8	-12	-4	0	0	-5	-16	-3	7	-10
Cc1nc2c(OCc3ccc(Cl)cc3)cccn2c1N(C)Cc1cccs1	nt	-141	-14	nt	-6	-2	34	7	-12	13	-7
O=C(NC1CCN(Cc2ccc(Cl)cc2Cl)CC1)c1ccccc1	1	22	22	-16	-9	7	20	27	-6	13	-18
Cc1ccc(CNC(=O)Cn2nnc(C(=O)Nc3ccc(Br)cc3)c2N)cc1	3	-17	17	-8	9	3	5	-16	-3	-7	-5
Cc1nc2ccccc2cc1C(=O)NCc1ccc(F)cc1	4	-11	-6	19	-11	-1	54	17	1	16	-5
Cc1cccc(C)c1OCC(=O)NNC(=O)CCCn1c(=O)oc2ccccc21	nt	8	-8	nt	-3	-8	8	10	14	15	-5
CC(C)c1ccc(S(=O)(=O)N2CCN(C(=O)C3CCCC3)CC2)cc1	2	6	27	17	-8	-55	24	13	4	6	-2
Cc1ccc(CSCC(=O)N2CCN(c3ccccc3)CC2)cc1	0	-10	-5	-17	2	-13	-4	-5	-13	20	-5
Nc1nc(=S)c2[nH]c(=S)[nH]c2[nH]1	nt	9	4	6	4	3	-11	35	15	8	-6
CCOc1ccccc1NC(=O)c1cc(S(=O)(=O)N2CCN(CC)CC2)ccc1Cl	-2	6	6	-9	3	-14	12	21	21	-5	-3
COCCCn1c(SCC(=O)NC2CCCC2)nnc1-c1ccco1	1	5	8	-2	14	-6	9	12	nt	12	-7
CCN(CC)C(=O)C1(P(=O)(c2ccccc2)c2ccccc2)CCC1	2	14	9	nt	9	1	-14	10	19	-18	-4
Cc1ccc(-n2c(Cn3ncc4ccccc4c3=O)n[nH]c2=S)cc1	1	15	9	11	-8	3	-5	9	-6	4	8
O=C(NC(=S)NC(=O)c1ccccc1F)c1ccccc1F	3	-115	12	4	8	3	-13	-97	-1	-13	-5
CC1(C)NC(=O)N(CC(O)CN2C(=O)CCC2=O)C1=O (stereo not drawn)	0	21	-18	-9	-5	-3	3	11	12	16	-4
COc1ccc(C)cc1S(=O)(=O)NCc1cccs1	4	13	-30	5	-5	-2	0	20	-1	13	-3
CCOC(=O)N1CCN(C(=O)c2ccc(CSc3ccc(Cl)cc3)cc2)CC1	nt	18	-25	13	1	3	64	20	-6	-4	-3

The results go on:
SMILES	NR2E3 ag-1	HIF-2a block	NR2E3 ag-2	MITF TRPM1 inh	KKLEB cytotox	PDI turbidity	Shn3 3UTR inh	Peg3 prom inh	Vif imaging	CF NFkB block	CaV13 FRET inh
O=C1N(C2CCCC2)C[C@@H]2C[C@@H](c3cccn3-c3ccccn3)N3CCC[C@@]123	1	-3	-23	2	-25	8	8	5	2	11	-4
Cn1c(=O)[nH]c2cc3ccccc3cc21	0	10	-2	11	-6	12	4	14	14	2	-5
CN(C)CCOCCSc1ccc(Cl)cc1	3	13	-5	-3	11	-2	-19	-12	5	0	-8
O=C(CCSC1=NCCCN1)c1ccc(F)cc1	nt	-5	-10	-5	4	0	13	7	15	14	-7
O=C(/C=C/c1ccco1)N1CCN(S(=O)(=O)c2cccc([N+](=O)[O-])c2)CC1	nt	-5	26	16	-8	1	-8	-4	0	8	-6
Cc1ccnc(NC(=O)CCC(=O)N(CC(=O)NCCc2ccccc2)Cc2cccs2)c1	1	12	-1	2	6	-4	-5	9	2	-5	-2
Nc1nc2c(ncn2[C@@H]2O[C@H](CNCc3cnc(N4CCOCC4)nc3)[C@@H](O)[C@H]2O)c(=O)[nH]1	nt	8	-18	nt	-20	nt	12	-2	nt	6	-7
O=S1(=O)C=C(SCc2ccc(F)cc2)Nc2ccccc21	-6	8	-15	3	-6	-1	5	1	1	5	2

Compounds above that contain a nitro group on carbon, in the order listed:
SMILES	NR2E3 ag-1	HIF-2a block	NR2E3 ag-2	MITF TRPM1 inh	KKLEB cytotox	PDI turbidity	Shn3 3UTR inh	Peg3 prom inh	Vif imaging	CF NFkB block	CaV13 FRET inh
Cc1nn(CC(=O)N/N=C/c2cccs2)c(C)c1[N+](=O)[O-]	1	10	-16	-3	0	-3	-3	15	-8	1	-12
O=[N+]([O-])c1cccc(NC(=S)N2CCN(S(=O)(=O)c3ccccc3)CC2)c1	-3	5	3	0	11	2	31	14	9	-7	nt
O=C(/C=C/c1ccco1)N1CCN(S(=O)(=O)c2cccc([N+](=O)[O-])c2)CC1	nt	-5	26	16	-8	1	-8	-4	0	8	-6
